MKP-3 inhibition: inhibition of rat DUSP6 enzyme activity – biochemical, in vitro, primary screen (AID 425); inhibition, % at 20 µM; hits with a dose series show IC50 in µM; 110,000 compounds, 0.17% hits; recombinant MKP-3 phosphatase activity, fluorescence; higher % means a stronger effect; in the data active = inhibition above about 50%;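 also: plate controls were vehicle for no effect and reference inhibitor for full effect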
Hsp70 displacement: Hsp70 inhibitors, probe displacement, primary screen, biochemical, fluorescence polarization (AID 583). Hsp70 fluorescence polarization probe displacement, mP; higher % means a stronger effect. 140,000 compounds, 0.06% hits. displacement, % at 20 µM, or IC50 in µM where a hit was titrated; in the data active = displacement above about 50%;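 also: plate controls were vehicle for no effect and reference ligand for full effect; a part of the inactive calls stands beside numbers as strong as those of hits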
* hit, by the source's call; · = no result given; & = joins results of further samples.

SMILES	MKP-3 inhibition	Hsp70 displacement
Cc1ccc(S(=O)(=O)c2c(N)n(NC(=O)c3ccccc3C)c3nc4ccccc4nc23)cc1	·	3.2%
O=C1NC(=O)N(c2ccc(Cl)cc2)C(=O)/C1=C\c1ccc(-c2ccccc2[N+](=O)[O-])o1	3.7%	3.2%
Oc1ccccc1-c1nc(NCCN2CCOCC2)c2ccccc2n1	4.0%	5.7%
Cc1c(NC(=O)c2ccc3c4c(cccc24)CC3)c(=O)n(-c2ccccc2)n1C	6.0%	-7.6%&2.3%
C=CCNC(=O)C1CC(=O)N(c2ccc(CC)cc2)C1 (configuration not stated)	-2.9%	2.9%
COc1ccc(N(CC(O)CN(Cc2ccccc2)Cc2ccccc2)S(=O)(=O)c2ccc(C)cc2)cc1 (configuration not stated)	-1.8%	1.8%
CCOC(=O)C1=C(C)N=c2s/c(=C\C=C\c3ccccc3)c(=O)n2C1c1cccc([N+](=O)[O-])c1 (configuration not stated)	-2.0%	-2.0%
Cc1cc(N2CCN(c3nc4ccccc4s3)CC2)n2ncnc2n1	6.6%	4.2%
CC1(C)Cc2cccc(OCC(=O)N3CCN(S(=O)(=O)c4ccccc4F)CC3)c2O1	-6.1%	1.4%
O=C1C2C3C=CC(CC3)C2C(=O)N1c1ccc(Br)cc1[N+](=O)[O-] (configuration not stated)	-1.5%	7.6%
CCOc1ccccc1C1C(C#N)=C(N)Oc2cc(N)ccc21 (configuration not stated)	·	-4.2%
FC(F)(F)c1ccccc1/C=N\N1CCN(c2ccccc2)CC1	4.2%	0.5%
COc1ccc(OC)c(C2=C/C(=C/c3ccc4c(c3)OCO4)C(=O)O2)c1	-0.4%	-15.5%
CCN(CC)CCCN1C(=O)C(O)=C(C(=O)c2ccco2)C1c1cc(OC)ccc1OC (configuration not stated)	-12.9%	3.0%
O=C(NCc1ccco1)C1OCCc2ccccc21 (configuration not stated)	-11.2%	2.4%
COc1ccc(C2CC(=O)Nc3c2cc(Br)c2ccccc32)c(OC)c1 (configuration not stated)	2.0%	-7.2%
Cc1ccc2cc3cc(C(=O)N4CC(C)CC(C)C4)oc3nc2c1 (configuration not stated)	2.8%	1.0%
Cc1ccccc1OCC(=O)NNC(=O)c1ccccc1C	-1.5%	6.0%
COc1ccc2[nH]cc(C(=O)CN3CCCCC3)c2c1	-10.7%	5.8%
CCOC(=O)CCN(Cc1cccs1)S(=O)(=O)c1ccc(Cl)cc1	-1.2%	7.7%

In the list so far, 4 contain a furan ring, fused or not:
SMILES	MKP-3 inhibition	Hsp70 displacement
O=C1NC(=O)N(c2ccc(Cl)cc2)C(=O)/C1=C\c1ccc(-c2ccccc2[N+](=O)[O-])o1	3.7%	3.2%
CCN(CC)CCCN1C(=O)C(O)=C(C(=O)c2ccco2)C1c1cc(OC)ccc1OC (configuration not stated)	-12.9%	3.0%
O=C(NCc1ccco1)C1OCCc2ccccc21 (configuration not stated)	-11.2%	2.4%
Cc1ccc2cc3cc(C(=O)N4CC(C)CC(C)C4)oc3nc2c1 (configuration not stated)	2.8%	1.0%

More structures:
SMILES	MKP-3 inhibition	Hsp70 displacement
Cc1cc(=O)cc(C)n1-c1ccc(Cl)cc1	1.7%	1.1%
O=C1NC(=O)N(c2cccc(Br)c2)C(=O)/C1=C/c1cccc([N+](=O)[O-])c1	3.0%	1.7%
CC(=O)c1ccc(NC(=O)Nc2ncn(Cc3cccc(C)c3)n2)cc1	-8.3%	-4.1%
COc1ccc(NS(=O)(=O)c2ccc(F)cc2)cc1OC	0.3%	3.8%
CC(C)COc1ccc(/C=C2\SC(=S)NC2=O)cc1	2.7%	-6.7%
O=C(NCCSc1ccccc1)c1cncc(Br)c1	·	1.9%
CCOc1ccc(C(C)(C)C)cc1S(=O)(=O)N1CCOCC1	-14.9%	2.3%
COc1cc(C(=O)Nc2cccc3cccnc23)cc(OC)c1OC	·	0.9%
FC(F)(F)c1cc(-c2ccccc2)nc(N2CCCCC2)n1	-1.5%	-0.3%
O=C1COc2ccc(C(=O)COC(=O)CCc3ccc(S(=O)(=O)N4CCOCC4)cc3)cc2N1	-6.2%	1.8%
CCc1cccc(C)c1NC(=O)CCC(=O)O	-3.4%	3.9%
Cc1ccccc1S(=O)(=O)Cc1ccc(C(=O)O)o1	·	-3.6%
COc1ccc(N2C(=O)NC3CC2(C)Oc2ccc(Br)cc23)cc1OC (configuration not stated)	-7.1%	-2.8%
c1ccc(Oc2nc(NCc3ccco3)nc(NCc3ccco3)n2)cc1	1.8%	-4.6%
O=C(c1cccc(Cl)c1)N1CCCc2ccccc21	0.0%	-0.2%
O=C(O)c1c(Br)c(Br)c(Br)c(Br)c1C(=O)N1CCOCC1	3.5%	8.0%
CCOC(=O)c1cc(NC(=O)OC)c(C)nc1C	7.6%	-9.3%
CC(C)(C)OC(=O)N[C@@H](Cc1ccccc1)C(=O)N1CCC(C(=O)O)CC1	·	-3.0%
COc1cc2sc(C)nc2c2sccc12	-9.3%	2.0%
Cc1ccc(Oc2ccc(OCC(=O)OC3CCS(=O)(=O)C3)cc2)cc1 (configuration not stated)	·	-5.2%
CC1(C)Cc2c(sc3nc(NN)n(-c4ccccc4)c(=O)c23)CO1	0.8%	-0.4%
Cc1scc(C(=O)N2CCN(S(C)(=O)=O)CC2)c1-c1ccccc1	-11.1%	5.4%
CC(=O)CCc1oc2ccccc2c1-c1ccc(C)o1	2.9%	2.6%
CC(C)CCNc1nc2c(cc1C#N)COC(C)(C)C2	-3.1%	-3.3%
O=C(CC1C(=O)N(c2ccc(F)cc2)C(=O)N1Cc1ccccn1)Nc1ccccc1 (configuration not stated)	·	7.7%
C1CCC(Nc2nnnn2C2CCCCC2)CC1	-2.0%	-3.7%
COc1ccc(N(CC(=O)NCc2ccco2)S(C)(=O)=O)cc1Cl	-14.0%	-1.1%
CC(NC(=O)C(Cc1ccccc1)NC(=O)c1ccccc1)C(=O)O (configuration not stated)	·	-3.2%
CCCCCCNC(=O)C(NC(=O)c1ccccc1)C12CC3CC(CC(C3)C1)C2 (configuration not stated)	0.9%	-1.0%
O=C(c1ccccc1)N1CCN(S(=O)(=O)N2CCCCC2)CC1	-13.7%	-4.1%
Cc1ccc(-c2nc(CS(=O)CC(=O)NCc3ccccc3)c(C)o2)cc1 (configuration not stated)	-5.8%	2.2%
NCCCCNc1ccc([N+](=O)[O-])cc1	1.0%	-0.6%
O=C(c1cc(S(=O)(=O)N2CCOCC2)ccc1F)N1CCCc2ccccc21	2.4%	-0.6%
CC(C)CCNC(=O)COc1ccc2c3c(c(=O)oc2c1)CCC3	-0.3%	12.4%
COc1ccc(N(CC(=O)Nc2cccc(Br)c2)S(=O)(=O)c2ccc(C)cc2)c(OC)c1	2.7%	1.7%
O=C(/C=C/Nc1cccc(O)c1)c1ccc(Br)cc1	-1.2%	-6.1%
CCOC(=O)c1c(NC(C)=O)sc(C)c1-c1ccccc1	-3.4%	2.0%
Cc1cccc(OCC(=O)Nc2ccccc2C(F)(F)F)c1	1.3%	5.7%
CN(C)c1ccccc1C(=O)c1ccccc1N(C)C	7.2%	-1.1%
CC(=O)c1cccc(NC(=O)c2ccncc2)c1	-3.2%	-5.0%
CC(=O)Oc1ccc(C(=O)O)cc1OC(C)=O	-5.3%	0.8%
O=C(c1ccc(COc2ccc3c(c2)CCC3)o1)N1CCN(c2ccccc2)CC1	·	-1.1%
CCOC(=O)C1=C(C)N=c2s/c(=C/c3ccc(F)cc3)c(=O)n2C1c1cccc([N+](=O)[O-])c1 (configuration not stated)	0.6%	2.1%
COc1ccccc1N1CCN(/N=C\c2ccccn2)CC1	6.7%	0.5%
Cc1ccc(NC(=O)C2CC(=O)N(c3cc(C)ccc3C)C2)cc1 (configuration not stated)	1.9%	0.0%
Cc1ccc(S(=O)(=O)N2CC(=O)Nc3ccccc32)cc1	4.6%	16.3%&1.5%
CC1CN(C(=O)N[C@@H](Cc2ccccc2)C(=O)O)CC(C)O1 (some centres not stated)	0.8%	-4.1%
C/C(=N\N=C1\NC(=O)C(CC(=O)Nc2ccc(C(=O)O)cc2)S1)c1ccc([N+](=O)[O-])cc1 (configuration not stated)	2.4%	4.9%
CCOc1ccc(OCCSc2nnnn2C2CCCCC2)cc1	-0.1%	13.2%
O/N=C/c1cccn1-c1ccc(O)cc1	-3.3%	-3.3%
O=C1NC(=S)S/C1=C\c1ccccc1C(=O)O	-0.2%	5.4%
OC(COc1ccc(OCc2ccccc2)cc1)CN1CCCCC1 (configuration not stated)	-1.6%	1.6%
Cc1noc(NS(=O)(=O)c2ccc(NC(=O)CSc3nnc(-c4ccccc4)n3C3CCCCC3)cc2)c1C	·	0.4%
FC(F)(F)c1cc(-c2ccccc2)nc2ncnn12	-0.8%	-2.0%&-1.0%
CCC(C)NC(=O)CN(c1ccc(Br)cc1)S(C)(=O)=O (configuration not stated)	0.7%	3.4%
O=C(CN1CCSCC1)N/N=C/c1ccc(F)cc1	·	6.5%
COc1cccc(OC)c1C(=O)NCc1ccccc1Cl	2.8%	-4.7%
COc1cc(/C=C2\SC(=Nc3ccc(C)c(Cl)c3)NC2=O)cc(OC)c1OC	6.4%	-2.7%
CN(CP(=O)(O)CN(C)S(C)(=O)=O)S(C)(=O)=O	2.0%	-2.2%
CCOC(=O)CSc1nnc(-c2ccc(S(=O)(=O)N3CCOCC3)cc2)n1-c1ccccc1	4.7%	-4.9%
Remaining list, next part.
SMILES	MKP-3 inhibition	Hsp70 displacement
CCC(C)(C)NC(=O)C(c1cccn1C)N(C(=O)Cn1nnc2ccccc21)c1ccc(OC)cc1OC (configuration not stated)	·	4.1%
O=C(NCCCn1ccnc1)c1cc(-c2cccs2)on1	-0.6%	-0.5%
C(=N\c1nc2ccccc2n1CCN1CCCCC1)/c1ccc2c(c1)OCO2	-0.9%&0.3%	11.8%&-1.9%
NC(=O)C1CCN(C(=O)CCc2ccccc2)CC1	-3.7%	0.4%
CCOc1ccc(C(=O)Nc2cc(-c3nc4ccccc4o3)ccc2OC)cc1Br	15.1%	-7.3%
CCOC(=O)c1c(-c2ccc(Br)cc2)csc1NC(=O)c1ccco1	-0.2%	0.4%
CC(C)c1ccccc1OCCCN1CCOCC1	1.0%	3.2%
CN(C)CCN1C(=O)c2oc3ccc(Cl)cc3c(=O)c2C1c1cccc(Br)c1 (configuration not stated)	-0.3%	8.0%
O=C(N/N=C/c1ccccc1F)c1cc(Br)ccc1O	0.2%	2.3%
COc1cccc(OCC(O)CN2CCC(C)CC2)c1 (configuration not stated)	-2.3%	-0.8%
COc1ccccc1C(=O)Nc1cc(-c2nc3cc(Cl)ccc3o2)ccc1C	-0.3%	1.4%
COc1ccccc1N1CCN(/N=C\c2ccc(Cl)cc2Cl)CC1	2.1%	6.0%
COc1ccc(CC(=O)NC(C)C2COc3ccccc3O2)cc1OC (configuration not stated)	-0.2%	-3.1%
O=C(Cc1cccc2ccccc12)Nc1ccc2c(c1)OCCO2	-0.1%	0.1%
COC(=O)c1[nH]c2ccc(C)cc2c1NC(=O)CCN1CCN(Cc2ccc3c(c2)OCO3)CC1	-11.2%	6.4%
COc1ccc(S(=O)(=O)N2CCN(CC(=O)Nc3cc(OC)cc(OC)c3)CC2)cc1	-1.6%	-1.7%
COc1ccc(OC)c(NC(=O)CSc2nnc(Cc3cccn3C)n2-c2ccc(F)cc2)c1	9.5%	-3.1%
C=CCNC(=O)c1c(N)n(-c2cccc(S(N)(=O)=O)c2)c2nc3ccccc3nc12	-10.8%	-3.3%
Cc1cc(C)n2nc(C(=O)OCCOc3cccc(Br)c3)nc2n1	-4.2%	2.6%
O=C(CSCc1ccccc1)NCc1ccc2c(c1)OCO2	·	-3.6%
COc1ccc(Cl)cc1NC(=O)c1c(O)c2ccccc2n(CC(C)C)c1=O	1.2%	1.7%
O=C(NCc1cccs1)NC1CCCCC1	-8.0%	4.1%
CCOCCCNC(=O)Cn1ncc2c(=O)oc3ccccc3c21	-6.6%	-5.2%
CCCCCn1c(NC(=O)c2ccco2)c(S(=O)(=O)c2ccc(C)cc2)c2nc3ccccc3nc21	·	-5.1%
Cc1ccccc1S(=O)(=O)Cc1ccc(C(=O)N2CCN(c3ccc(F)cc3)CC2)o1	-2.9%	5.8%
CCOC(=O)c1sc(NS(=O)(=O)c2ccc(NC(C)=O)cc2)nc1C	-1.9%	3.7%
O=C(c1ncc[nH]1)c1ccccc1C(=O)N1CCOCC1	1.3%	4.2%
COC(=O)c1cc2c(cc1Cl)SC(=NCCCN1CCOCC1)NS2(=O)=O	-14.9%	-3.4%
C=CCN1C(=O)/C(=C\c2ccc(N(C)C)c(Br)c2)C(=O)NC1=S	5.2%	-2.9%
O=C(Nc1ccc([N+](=O)[O-])c(NC(=O)c2ccccc2F)c1)c1ccccc1F	-1.2%	-1.6%
CCn1c(N)c(C(=O)NCCOC)sc1=S	·	-2.3%
O=C(Nc1ncc(S(=O)(=O)c2ccc([N+](=O)[O-])cc2)s1)c1ccccc1Cl	4.7%	1.2%
CSc1nsc(SC)c1C(=O)OCC(F)(F)F	10.3%	-0.6%
CCn1c(=O)cc(SCC(=O)Nc2cccc(SC)c2)c2ccccc21	·	4.2%
Cc1ccc(-c2cc(C(=O)Nc3cnn(C(C)C)c3)no2)cc1	·	-0.2%
CC(C)CN(Cc1cc2ccccc2[nH]c1=O)C(=O)c1cccnc1	-6.1%	4.3%

Among those listed so far, five have a CF3 group:
SMILES	MKP-3 inhibition	Hsp70 displacement
FC(F)(F)c1ccccc1/C=N\N1CCN(c2ccccc2)CC1	4.2%	0.5%
FC(F)(F)c1cc(-c2ccccc2)nc(N2CCCCC2)n1	-1.5%	-0.3%
Cc1cccc(OCC(=O)Nc2ccccc2C(F)(F)F)c1	1.3%	5.7%
FC(F)(F)c1cc(-c2ccccc2)nc2ncnn12	-0.8%	-2.0%&-1.0%
CSc1nsc(SC)c1C(=O)OCC(F)(F)F	10.3%	-0.6%

A run of entries from further up, as a working copy:
SMILES	MKP-3 inhibition	Hsp70 displacement
Cc1ccc(-c2cc(C(=O)Nc3cnn(C(C)C)c3)no2)cc1	·	-0.2%
CC(C)CN(Cc1cc2ccccc2[nH]c1=O)C(=O)c1cccnc1	-6.1%	4.3%

High-throughput results (PubChem BioAssay)

This is a subset (hit frequency here may not be typical).
